Screening data (PubChem)
M1 ag: agonists of human M1 muscarinic receptor; 360,000 tested, 0.33% active; activation, % at 3 µM; P11229; CHO-K1 hM1, Fluo-8 calcium fluorescence, agonist mode; 0% DMSO, 100% acetylcholine EC100;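 active = activation above the run's mean compound activation plus 3 SD, cut at about 16% in these data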;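 also: peak over basal fluorescence ratio within a 140 s kinetic read after compound addition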
M1 PAM parental: nonselective activator or artifact in parental CHO-K1 calcium assay; activation, % at 3 µM; 360,000 tested, 0.02% active; ATP EC20, Fluo-8 calcium fluorescence; 0% at ATP EC20, 100% at ATP max;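 active = activation above the run cutoff, the mean activation of all test compounds plus 3 SD, cut at about 40% in these data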;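 also: peak over basal fluorescence ratio in a 140 s read after ATP addition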
TAAR1 ag: agonists of human TAAR1; Q96RJ0; CHO RD-HGA16 TAAR1, Fluo-8 calcium fluorescence; vehicle wells 0%, saturating PEA agonist 100%; activation, % at 3 µM; 360,000 tested, 0.99% active;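 active = activation above the mean activation of all test compounds in the run plus 3 SD, cut at about 38% in these data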
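Assay system: CHO-derived RD-HGA16 cells with stable Gα16 and human TAAR1; timing: 17-24 h seeding, 75 min 37 °C dye, 30 min RT; read-out: % activation from peak over basal fluorescence ratio, DMSO-to-PEA scaled; measured by: kinetic Fluo-8 calcium fluorescence; benchmarks: low control DMSO, high control PEA (EC100); doses: 3 µM single concentration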
CHO-K1 Ca antag: counter-screen for M1 antagonists: effect in parental CHO-K1 cells. ATP-induced calcium, Fluo-8 fluorescence. AID 602250. 360,000 tested, 0.6% active. inhibition, % at 3 µM;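 active = inhibition above a per-plate cutoff, the plate's mean sample inhibition plus 3 SD, cut at about 24% in these data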;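 also: 0% = DMSO plus EC80 ATP and 100% = DMSO alone without ATP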
TAAR1 antagonist: antagonists of human TAAR1; CHO RD-HGA16 TAAR1, Fluo-8 calcium fluorescence, antagonist; inhibition, % at 3 µM; 360,000 tested, 1.5% active;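 active = inhibition above a per-plate cutoff, the mean inhibition of test compounds on that plate plus 3 SD, cut at about 49% in these data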;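 also: 0% = DMSO plus EC80 beta-PEA response and 100% = DMSO alone without agonist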
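System: RD-HGA16 CHO cells with stable hTAAR1 and Gα16 | Probe or stimulus: EC80 β-phenethylamine stimulus | Dosing: 3 µM, single point | Times: Dye loading 75 min at 37 °C, then 30 min room temperature | Measured by: Fluo-8 calcium-sensitive fluorescence | Read-out basis: % inhibition of agonist calcium response | Replicates: n of 1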
M1 ag parental: counter-screen for M1 agonists: effect in parental CHO-K1 cells; 360,000 tested, 0.48% active; activation, % at 3 µM; Fluo-8 calcium fluorescence; scaled to maximal ATP response, vehicle zero; AID 602248; in the data active = activation above about 15%;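 also: untransfected CHO-K1 host cells lacking M1 receptor as counterscreen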
V1R ag counter: V1a receptor agonism, counter-screen for OXTR agonists; AID 2797; P37288; activation, % at 3 µM; CHO-V1R cells, Fluo-8 calcium fluorescence, agonist mode; 0% DMSO, 100% 3 nM vasopressin; 320,000 tested, 0.25% active;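 active = activation above the mean activation of all tested compounds plus 3 SD, per screening run, cut at about 20% in these data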;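 also: signal is peak over basal fluorescence ratio across a 100 second FLIPR read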
Target sequence (P37288 whole entry, looked up): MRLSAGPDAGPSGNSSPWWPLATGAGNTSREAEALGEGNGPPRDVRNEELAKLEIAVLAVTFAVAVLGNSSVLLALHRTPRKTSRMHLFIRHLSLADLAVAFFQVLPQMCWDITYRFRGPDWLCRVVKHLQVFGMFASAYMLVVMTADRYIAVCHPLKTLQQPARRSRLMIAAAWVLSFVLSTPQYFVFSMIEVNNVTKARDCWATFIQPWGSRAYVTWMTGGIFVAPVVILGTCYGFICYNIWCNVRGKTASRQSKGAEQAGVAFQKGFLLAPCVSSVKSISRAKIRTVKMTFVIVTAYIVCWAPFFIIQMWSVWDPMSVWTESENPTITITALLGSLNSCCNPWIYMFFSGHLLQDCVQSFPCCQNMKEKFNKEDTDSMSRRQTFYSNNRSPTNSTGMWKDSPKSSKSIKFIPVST
OXTR potentiator: potentiates the human oxytocin receptor response; P30559; CHO-OTR cells, Fluo-8 calcium fluorescence, potentiator mode; 0% = oxytocin EC15, 100% = EC100; activation, % at 3 µM; 320,000 tested, 0.061% active; AID 2445;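 active = activation above that plate's cutoff, the mean activation of tested compounds plus 3 SD, cut at about 6.6% in these data, passing the limit was not always enough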;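 also: 100% uses oxytocin at 75 nM as the full agonist control; some results filed as inactive read as strong as hits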
Target sequence (P30559 whole entry, looked up): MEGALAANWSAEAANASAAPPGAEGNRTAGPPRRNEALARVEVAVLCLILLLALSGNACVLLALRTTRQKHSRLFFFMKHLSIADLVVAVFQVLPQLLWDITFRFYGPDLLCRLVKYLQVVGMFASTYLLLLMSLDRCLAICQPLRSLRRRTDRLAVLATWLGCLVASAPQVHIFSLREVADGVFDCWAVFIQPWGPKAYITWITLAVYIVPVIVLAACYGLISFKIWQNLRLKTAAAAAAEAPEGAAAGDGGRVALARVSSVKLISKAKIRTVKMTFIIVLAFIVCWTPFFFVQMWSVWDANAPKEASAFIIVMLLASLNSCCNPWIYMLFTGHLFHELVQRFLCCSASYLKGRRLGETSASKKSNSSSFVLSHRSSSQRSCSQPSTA
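assay system = CHO-OTR cells, human receptor | schedule = compound 6 min at room temperature before oxytocin, 100 s read | detection = Fluo-8 intracellular calcium fluorescence, ex 470-495, em 515-575 nm | evaluation = normalized max/min fluorescence ratio, % activation | control set = EC15 oxytocin alone as 0%, 75 nM oxytocin (EC100) as 100%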
CHO parental Ca: counter-screen: ATP calcium response change in parental CHO cells | parental CHO-K1, ATP-induced calcium, Fluo-8 fluorescence | inhibition, % at 5.6 µM | 330,000 tested, 0.63% active | AID 463079;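 active = inhibition above that plate's mean sample inhibition plus 3 SD, cut at about 26% in these data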;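 also: 0% = ATP-challenged DMSO wells and 100% = DMSO wells without ATP; some compounds past the cut are filed as inactive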
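Test system: untransfected parental CHO cell line. Compound: one dose, 5.6 µM nominal. Detection: intracellular calcium via Fluo-8 no-wash fluorescent dye. Measure: % inhibition. Benchmarks: ATP-challenged DMSO wells low, unchallenged DMSO wells high.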
Active calls of the source: *; · = not tested or not shown.

SMILES	M1 ag parental	CHO-K1 Ca antag	M1 ag	TAAR1 antagonist	TAAR1 ag	V1R ag counter	OXTR potentiator	CHO parental Ca	M1 PAM parental
CC1CN(C(=O)c2ccc(CNS(=O)(=O)c3cccc(C(F)(F)F)c3)cc2)CC(C)O1 (centres undefined)	1.0	-1.6	-2.8	7.8	0.4	3.4	-11.2	0.4	0.8
CC(SC1=NCCN1S(=O)(=O)c1ccc(F)cc1)c1ccccc1 (centres undefined)	0.5	-22.6	-4.8	3.5	4.7	0.1	-9.4	-28.5	9.0
CC(C)C1C2=C(CC(C)(C)CC2=O)ON1c1ccccc1 (centres undefined)	-1.2	7.7	-11.9	-0.4	-2.6	-1.5	-4.7	-12.6	-10.3
O=C(CNC(=O)c1ccccc1F)NCCOc1ccccc1Cl	0.0	7.2	-5.3	-2.4	4.3	0.1	-8.3	-0.1	-2.9
O=C(CCS(=O)(=O)c1ccc2c(c1)NC(=O)CO2)NCCc1ccccc1	0.4	-11.4	-1.3	27.1	66.2*	-0.2	-3.0	-1.7	6.6
O=[N+]([O-])c1ccc(NCCN2CCOCC2)c([N+](=O)[O-])c1	2.8	-2.9	-2.5	-11.2	1.7	·	·	·	11.0
CCCCC1=CC2=CC(=O)C(C)(OC(=O)CC)C(=O)C2=CN1c1ccc(OC)cc1 (centres undefined)	-0.4	-7.7	-7.2	-5.7	0.8	0.4	-1.3	-20.5	-4.5
CCC(=O)N1CCc2cc(S(=O)(=O)N(CC)c3cccc(C)c3)ccc21	1.8	-11.3	-0.2	16.6	9.4	3.5	-19.3	-9.2	12.7
COc1ccccc1C(=O)OC1CCCN(C)C1 (centres undefined)	-0.4	-3.6	-9.3	2.4	-0.7	0.5	-5.3	-3.0	5.0
Cc1cc(=O)[nH]c(SCCCOc2ccccc2Cl)n1	0.9	-9.3	-3.4	-14.8	8.1	0.4	1.4	-9.1	16.0
Cc1ccc(Cl)cc1N1CCN(C(=O)CN(C2CCCCC2)S(C)(=O)=O)CC1	9.8	8.0	2.1	42.2	13.5	8.1	-17.9	17.3	12.9
Cn1nnnc1Sc1ncnc2scc(-c3ccc(C(F)(F)F)cc3)c12	0.3	-5.7	-7.0	15.9	0.2	0.7	-7.3	-12.1	6.1
CCCN(CCC)C(=O)C1CCN(c2cc(C)nc3c(-c4ccc(OC)c(OC)c4)c(C)nn23)CC1	-0.1	-1.7	-8.2	-17.9	-2.8	-0.3	0.1	-20.1	0.3
Cc1cccc(C)c1NC(=S)NC1CCCCC1	2.6	-0.1	-10.4	-25.4	0.6	0.2	-2.2	-6.9	13.7
COc1ccccc1C1C=C(c2ccccc2)Nc2nnnn21 (centres undefined)	0.8	-5.3	-5.5	-8.1	20.5	-0.1	-0.1	-10.1	6.4
Cc1cc([N+](=O)[O-])ccc1N=Nc1c(N)[nH]n(-c2ccccc2)c1=O	0.5	-1.8	-9.5	13.8	0.5	-0.3	-3.7	-17.5	18.3
CCSc1nc2nccnc2c(=O)[nH]1	0.0	-4.1	-0.9	-14.6	-0.6	·	·	·	8.7
Cc1sc2ncnc(N3CCN(Cc4ccccc4)CC3)c2c1-c1ccccc1	-0.4	0.6	-2.7	2.8	14.0	-0.6	-2.9	-20.6	-12.8
Cc1ccc(C(=O)CSc2nnnn2-c2ccccc2)o1	-0.2	-8.8	-2.3	-8.0	-0.2	-0.8	-19.1	-2.1	14.0
COc1ccc(CCNC(=O)Cc2ccc(C)cc2)cc1OC	0.3	8.6	4.5	-19.3	-0.3	-0.7	-7.7	-3.7	-8.6

Some of these compounds in order of length of the SMILES, rising.
SMILES	M1 ag parental	CHO-K1 Ca antag	M1 ag	TAAR1 antagonist	TAAR1 ag	V1R ag counter	OXTR potentiator	CHO parental Ca	M1 PAM parental
COc1ccc(CCNC(=O)Cc2ccc(C)cc2)cc1OC	0.3	8.6	4.5	-19.3	-0.3	-0.7	-7.7	-3.7	-8.6
Cc1ccc(Cl)cc1N1CCN(C(=O)CN(C2CCCCC2)S(C)(=O)=O)CC1	9.8	8.0	2.1	42.2	13.5	8.1	-17.9	17.3	12.9
CCCN(CCC)C(=O)C1CCN(c2cc(C)nc3c(-c4ccc(OC)c(OC)c4)c(C)nn23)CC1	-0.1	-1.7	-8.2	-17.9	-2.8	-0.3	0.1	-20.1	0.3

Carrying on:
SMILES	M1 ag parental	CHO-K1 Ca antag	M1 ag	TAAR1 antagonist	TAAR1 ag	V1R ag counter	OXTR potentiator	CHO parental Ca	M1 PAM parental
Cc1cccc(N(CC(=O)Nc2ccc(F)cc2)S(C)(=O)=O)c1	-0.1	13.4	-2.8	9.7	2.8	1.0	-1.1	-11.1	-7.5
Cc1nc2ccc(S(=O)(=O)CCC(=O)NCCc3ccccc3)cc2s1	0.6	-5.2	-3.6	-0.9	-0.6	·	·	·	22.3
Cc1ccc(N/N=C/c2ccc3c(c2)OCCO3)cc1Cl	0.2	-0.6	-8.0	-1.5	0.3	-0.5	-6.4	-6.9	5.1
O=C(C1CCCC1)N(c1ccccc1)C1C=CS(=O)(=O)C1 (centres undefined)	0.1	-4.2	-3.6	8.9	10.8	0.7	3.2	-10.9	-0.5
CCCN1CCN(C(=O)c2nn(-c3ccc(OC)cc3)c(=O)c3c2c2ccccc2n3C)CC1	0.7	3.5	-8.0	1.4	3.6	0.0	-13.2	-15.3	14.8
Cc1ccc(C2(C)NC(=O)N(CC(=O)Nc3ccc(Cl)c(S(=O)(=O)N4CCCCC4)c3)C2=O)cc1 (centres undefined)	2.0	2.2	-4.4	-5.4	2.6	-0.7	-8.3	4.0	18.8
Cc1ccc(S(=O)(=O)NNc2ccccc2)c(C)c1	0.4	-7.1	-4.3	8.8	-0.5	0.3	-3.5	5.3	4.0
O=c1cc(NCc2ccccc2)c2ccccc2o1	0.4	5.4	-1.3	-8.5	18.0	0.7	-8.7	-10.6	6.6
CC(=O)Nc1ccccc1NC(=O)C/C(C)=N/NC(=O)c1ccc([N+](=O)[O-])c(Cl)c1	-0.2	-7.9	-2.3	-15.2	1.0	-0.7	-1.6	-4.4	11.2
c1ccc(-c2csc(Cc3nnc4n3CCCCC4)n2)cc1	0.6	-8.0	-8.0	20.8	0.2	0.8	-3.0	1.4	4.3
COc1cccc(NC(=O)COC(=O)CNC(=O)C2CCCCC2)c1	0.0	-0.4	-0.6	0.8	0.7	0.5	6.4	-4.5	-1.2
COc1cc(OC)c(/C=N/NC(=O)c2ccc(Cn3nc([N+](=O)[O-])cc3C)cc2)c(OC)c1	·	·	·	-27.0	4.7	-0.1	-6.9	-7.8	·
O=C(NC1CCCCC1)C(c1ccc(F)cc1)N(Cc1cccs1)C(=O)CN1C(=O)c2ccccc2S1(=O)=O (centres undefined)	-0.1	2.9	-1.8	-17.1	4.5	1.3	-5.4	-16.6	5.1
O=C(CSc1nnc(-c2cccc(F)c2)o1)Nc1nncs1	0.4	-5.6	0.3	-26.8	3.7	0.5	-10.4	-12.3	12.7
CCOC(=O)c1cc(-c2ccccc2)sc1NC(=O)C(C)OC(=O)c1cccc(S(=O)(=O)N(C)C)c1 (centres undefined)	-0.2	15.0	-4.9	2.7	0.2	-0.3	-4.1	-1.8	-10.9
CCOC(=O)c1c(NC(=O)COC(=O)CNC(=O)c2ccco2)sc(C(C)=O)c1C	0.3	-1.7	-9.4	2.9	-2.5	-1.2	-4.5	-11.4	3.0
CSc1n[nH]c(=O)n1-c1ccc(Cl)cc1	-0.2	-5.4	-1.5	-25.7	0.6	1.2	-7.2	-20.8	3.8
CN1CCN(C(=O)/C=C/c2c(F)cccc2Cl)CC1	1.4	-2.6	-3.5	5.4	0.4	-0.3	-6.0	-21.4	9.6
O=S(=O)(c1cc(Cl)ccc1Cl)N1CCC2(CC1)OCCO2	-0.3	-0.1	-4.0	-15.4	-0.2	0.3	0.3	-7.5	-9.1
O=S(=O)(N/N=C/c1ccc2c(c1)OCCO2)c1ccc(Cl)cc1	1.1	-11.6	-3.2	·	·	-0.9	-6.3	-6.6	17.1
O=C(NCc1ccccn1)c1ccccc1OCc1ccc(F)cc1	0.4	19.5	2.4	-4.8	1.4	-0.8	-4.9	-22.5	-20.6
O=C(NCc1ccco1)C(c1ccccc1)N(C(=O)Cc1cccs1)c1ccccc1F (centres undefined)	3.3	16.9	0.7	58.0*	9.8	-1.1	-10.5	-15.4	-3.1
COc1ccc(CCC(=O)Nc2ccc(S(=O)(=O)Nc3nccc(C)n3)cc2)cc1	1.6	-9.1	-3.3	14.6	3.8	1.7	-5.1	-2.4	15.4
CN(C1CCCCC1)S(=O)(=O)c1ccc(S(=O)(=O)N(CC(=O)Nc2ccccc2)C2CC2)cc1	0.4	-8.0	-2.0	57.8*	5.1	-0.3	-3.8	-19.8	10.2
CN(C)C(=O)CCc1ccc2c3c([nH]c2c1)[C@]1(CCC2CCCC2)[C@@H](C(=O)N2CCOCC2)C[C@H](CC(=O)NCc2ccco2)C(=O)N1CC3	0.0	-20.9	-5.0	-7.2	0.7	·	·	-10.2	17.5
O=c1cnc2ccccc2n1Cc1ccccc1	0.8	-3.3	-1.4	-3.7	1.2	·	·	·	3.6
Cc1cccc(N2CCN(C(=O)CCNS(=O)(=O)c3ccc4c(c3)oc(=O)n4C)CC2C)c1 (centres undefined)	14.1	-1.8	4.7	-25.5	22.2	8.1	-10.6	-8.9	-2.8
COc1ccc(C(=O)NNC(=O)Cc2nc3nc(C)cc(C)n3n2)cc1	-0.1	-1.8	-2.2	-5.6	0.0	1.1	-1.7	-8.5	-2.7
COc1cc(OC)cc(C(=O)N/N=C/c2ccc(OC)c(COc3ccc(F)cc3)c2)c1	0.4	-6.3	-4.0	8.6	5.2	2.0	-3.5	-6.5	8.2
